HTT aggregate = inhibitors of mutant huntingtin aggregate formation in PC12 cells; hit rate 1.1% among 220,000; Potency, µM (top dose mostly 46.1 µM), without a hit: at the highest dose activity change, negative = inhibition, usual class: inhibitors; PC12 HttQ103-GFP aggregates, Acumen cytometry, 40 h; AID 1688; also: % is scaled to controls: 0 for no effect and ±100 for the full control effect; nearly all actives have a fitted effect of over 60% in size
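Ecdysone-promoter PC12 model expressing HTT exon 1 Q103 fused to GFP, induced by tebufenozide at 100 nM final. Compounds titrated; aggregates sized 1–25 µm scored on a 488 nm laser cytometer.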
HTT cytoprotect = Huntington cell model cytoprotection by ATP luminescence. hit rate 0.14% among 230,000. AID 1471. Potency, µM (doses to about 56.4 µM), inactives show cytoprotection (ATP increase), hits mostly activators. PC12 HTT-Q103 induced, cytoprotection, ATP luminescence, 40 h;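 also: % of control where 0% means no effect; nearly all actives have a fitted effect of over 45% in size; toxic huntingtin expression switched on by the ecdysone agonist tebufenozide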
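Quantitative HTS on tebufenozide-induced (100 nM) PC12 cells expressing HTTQ103 exon 1–GFP; compounds tested as a concentration series; survival measured via cellular ATP.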
IMPase Li inh = cell-permeable IMPase inhibitors with lithium potentiation; CHO-M1 cells, IP1 TR-FRET (IP-One), carbachol + lithium; Potency, µM (doses to about 59.4 µM), inactives show at the top dose activity, negative = IMPase inhibition, actives largely listed as inhibitors; hit rate 0.35% among 210,000;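 also: IP1 builds up when IMPase is blocked and the TR-FRET signal falls; plate controls were basal vehicle for no effect and high inhibitor control for full effect; nearly all actives have a fitted effect of over 50% in size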
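IP1 accumulation measured by competitive TR-FRET in lysed CHO-M1 cells after 30 min compound exposure at 37C, with a small lithium addition to potentiate weak responses. Hill-equation AC50 from ratio and donor-channel data.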
GAA glycogen mod = GAA glycogen-cleavage inhibition or activation. P10253. recombinant GAA, glycogen substrate, Amplex Red glucose oxidase fluorescence. Potency, µM (top dose mostly 76.4 µM), without a hit: at the top dose activity change, negative = inhibition, actives largely listed as inhibitors. hit rate 0.38% among 300,000;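 also: 0% = full enzyme reaction and -100% = no-enzyme basal signal; the screen sought inhibitors and activators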
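Recombinant enzyme (4 nM final) with compounds titrated up to 77 uM and bovine liver glycogen (30 ug) in citrate pH 5.0, 0.01% Tween-20, 37 C 40 min. Released glucose detected by Amplex Red/glucose oxidase (Ex 573/Em 610); AC50 from Hill fits.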
aGlu spleen mod = inhibits or activates alpha-glucosidase in human spleen homogenate; Potency, µM (highest dose often 79.9 µM), without a hit: at the top dose activity change, negative = inhibition, usual class: inhibitors; hit rate 0.006% among 240,000; P10253; human spleen homogenate, 4-MU-alpha-glucoside fluorescence;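 also: 0% = enzyme with vehicle and -100% = no enzyme basal signal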
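AC50 values come from Hill-equation fits of concentration-response data, normalized to no-enzyme and full-activity controls. Enzyme source: 1 ug human spleen homogenate; 1 mM fluorogenic 4-MU glucoside, pH 5.0 citrate buffer, 37 C, 40 min.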
GAA inhib = blocks human lysosomal alpha-glucosidase. P10253. purified human GAA, 4-MU-alpha-glucoside fluorescence. Potency, µM (highest dose often 76.9 µM), for the others: at the top dose activity change, negative = inhibition, actives largely listed as inhibitors. hit rate 0.005% among 200,000;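 also: plate controls were uninhibited enzyme wells for no effect and no-enzyme background for full effect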
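Activity normalized between no-enzyme (basal) and enzyme-only wells. Conditions: 4 nM human enzyme, 400 uM fluorogenic substrate, citrate/phosphate pH 5.0 with Tween-20, 20 min room temperature, compounds up to 77 uM.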
GoLoco inh red = blocks human Gai1 binding to RGS12 GoLoco peptide, red readout; P63096; Gai1:RGS12 GoLoco peptide FP, rhodamine, 10 min; Potency, µM (highest dose often 61.6 µM), without a hit: at the top dose activity, negative = inhibition, actives largely listed as inhibitors; hit rate 0.44% among 230,000; active = well fitted inhibition curve with a large enough effect, not every such curve was filed as active; inactive = no such curve, though single readings can be large or run the other way; also: % is scaled to controls: 0 for no effect and ±100 for the full control effect; nearly all actives have a fitted effect of over 30% in size; many of its hits are not listed in these tables
Target sequence (P63096 whole entry, looked up): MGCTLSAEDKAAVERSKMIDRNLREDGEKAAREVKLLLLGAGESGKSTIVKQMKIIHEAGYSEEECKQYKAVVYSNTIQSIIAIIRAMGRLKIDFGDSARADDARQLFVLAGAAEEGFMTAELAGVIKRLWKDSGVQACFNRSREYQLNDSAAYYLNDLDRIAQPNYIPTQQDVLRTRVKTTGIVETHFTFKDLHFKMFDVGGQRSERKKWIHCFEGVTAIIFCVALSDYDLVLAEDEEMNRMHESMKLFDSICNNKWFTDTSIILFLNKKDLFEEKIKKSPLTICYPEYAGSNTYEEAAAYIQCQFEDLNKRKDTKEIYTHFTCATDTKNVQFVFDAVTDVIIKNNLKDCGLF
* = called active by the depositor; ? = inconclusive; / = no result given; [ ] = dose if it differs, or a comment. Unless noted, calls follow the shape of the dose curve; as a rule, active = well fitted curve in the direction sought with a large enough effect; inconclusive = small, poorly fitted or top-dose-only effect, or another doubt; inactive = no such curve, though single readings can be large; an effect the other way counts as inactive or inconclusive. Potency is read from the fitted curve at half-maximal effect.

SMILES | GAA inhib | GoLoco inh red | aGlu spleen mod | GAA glycogen mod | HTT aggregate | HTT cytoprotect | IMPase Li inh
COc1ccc(OC)c(-n2c(=S)[nH]c3cc(C(=O)N4CCCCC4)ccc3c2=O)c1 | -1% | 6% | / | 1% | -19% | ? | 9%
CCn1cc(SCC(=O)NCC2CCCO2)c2ccccc21 (centres undefined) | / | -5% | 1% | 3% | -3%[9.22 µM] | -44%[inhibitor] | /
C=CCN1C(=O)/C(=C/c2ccc(OC)cc2)S/C1=N/c1nccs1 | 0% | 6% | 2% | -6% | -11% | 11%[10 µM] | 10%
O=C(O)Cc1c[nH]c2cccc(O)c12 | / | -15% | 1% | ? | 11%[9.22 µM] | 10%[10 µM] | 1%
COC(=O)c1sc2nc[nH]c(=O)c2c1C | -5% | 12% | -3% | 13% | -15% | 13% | 23%[38.3 µM]
CC(C)=CCN1CCN(Cc2cccc3c2OCO3)CC1CCO (centres undefined) | -3% | 7% | 3% | 7% | -6%[9.22 µM] | 0%[10 µM] | 14%
COc1ccc(NC(=O)CSc2nnc(-c3ccccc3C)n2N)cc1OC | -5% | / | 4% | -3% | 1% | -1%[0.074 µM] | /
O=C(NCc1nc2ccccc2[nH]1)C1=C[C@H](c2csc3ccccc23)C[C@H](OCc2ccc(CO)cc2)O1 | / | 2% | -1% | -3% | 17%[9.22 µM] | -4%[10 µM] | /
COc1ncc2nc(CCc3ccccc3)c(=O)n(Cc3cccs3)c2n1 | / | 7% | 3% | / | / | ? | 9%
Cc1cc(C)nc(-n2nc(C)cc2NC(=O)CN2CCC(C)CC2)n1 | -2% | 4% | -4% | -10% | 15% | -8% | 8%[38.3 µM]
Cc1ccccc1-c1nnc(SCC(=O)N(CC(C)C)c2c(N)n(CC(C)C)c(=O)[nH]c2=O)n1C | 0% | -2% | 4% | 8% | 18%[9.22 µM] | 23%[10 µM] | /
Cn1c2c(c(=O)c3ccccc31)C[C@@H](O)C(C)(C)O2 | / | 2% | 7% | / | / | 11% | 19%
COc1nc(N(C)C)nc(N2CC(=O)N(CCNS(=O)(=O)c3ccc(C)cc3)C2=N)n1 | -2% | 1% | -11% | 1% | 8% | 10%[10 µM] | 1%
O=C(CSc1n[nH]c(=O)n1-c1ccccc1)Nc1ccccc1 | -4% | 1% | -3% | 7% | -17%[9.22 µM] | -13%[10 µM] | /
Cc1ccc(-n2ncc(-c3nnc(SCC(=O)NC4CCCC4)o3)c2N)cc1C | -3% | 6% | 0% | 0% | -33% | -30% | 8%[38.3 µM]
N#Cc1ccc(C23CC4(C2)[C@H](CN(Cc2cccnc2)[C@@H]4c2ccccc2)C3c2ccc(C(F)(F)F)cc2)cc1 (some centres undefined) | / | 7% | -9% | / | / | -56%[inhibitor] | 5%
c1ccc2c(c1)oc1c(N3CCOCC3)ncnc12 | 5% | / | 0% | 15% | -17% | -17% | /
COc1ccc([C@H]2C=C(C(=O)O)O[C@@H](OCCCCO)C2)cc1 | / | 6% | -16% | 5% | 34%[9.22 µM] | ? | /
COc1ccc2cc(C(=O)C3CCCN(Cc4cnc(N5CCOCC5)s4)C3)ccc2c1 (centres undefined) | 3% | 11% | 0% | 16% | -4%[9.22 µM] | -2%[10 µM] | -2%
Cc1ccccc1-c1nc(CS(=O)(=O)CC(=O)NCCCN2C(C)CCCC2C)c(C)o1 (centres undefined) | -2% | 0% | -2% | 2% | -3% | -30% | 41%[activator][38.3 µM]
CC1(C)CC(=O)C2=C(C1)Nc1ccccc1[S@]2=O | / | 8% | 2% | -2% | 7%[9.22 µM] | -5%[10 µM] | /
Cc1cc(=O)[nH]c2ccccc12 | 3% | 6% | -11% | 1% | 17% | -10%[10 µM] | -13%[38.3 µM]
O=C(c1ccc(S(=O)(=O)N2CCCC2)cc1)N1CCCc2ccccc21 | -4% | -6% | 1% | 7% | -14% | 3% | 8%[38.3 µM]
Cc1ccc(/C=N/NC(=O)C2(O)c3ccccc3-c3ccccc32)o1 | -4% | -17% | -1% | 4% | -16% | / | -8%
CC(C)C(CCNC(=O)CN1C(=O)c2ccccc2C1=O)c1ccco1 (centres undefined) | -1% | 5% | -11% | -2% | 1% | 22% | -14%[38.3 µM]
Cc1ccc(C2(c3noc(CN4C[C@@H](C)O[C@@H](C)C4)n3)CCCC2)cc1 | / | 5% | -5% | -5% | 1%[9.22 µM] | -1%[10 µM] | -6%
COc1ccc(S(=O)(=O)N2CCC(C(=O)N3CCCCCC3)CC2)cc1 | -9% | 0% | 0% | -9% | 3% | 5% | 33%[activator][38.3 µM]
O=C(Nc1ccc(N2CCN(C(=O)c3ccco3)CC2)cc1)C(c1ccccc1)c1ccccc1 | -5% | 3% | 0% | 0% | 0% | -14% | 16%[38.3 µM]
O=C(CNc1cccc2ccccc12)N/N=C/c1ccc([N+](=O)[O-])o1 | 1% | -3% | -2% | -19% | 2% | 3%[1.9 µM] | 18%
O=C(NC1CCCCC1)c1cccc(Cn2cc(Cl)cn2)c1 | 5% | 4% | -6% | 1% | 6% | -2% | 11%[38.3 µM]
O=C1CCc2ccccc2N1 | / | 6% | 3% | 4% | 14%[9.22 µM] | 8%[10 µM] | /
CCOC(=O)c1ccc(NC(=O)Cn2nnc(-c3ccccc3C)n2)cc1 | -10% | 0% | -8% | -3% | -8% | 6% | 35%[activator][38.3 µM]
Cc1c(NC(=O)Nc2ccc(Cl)cc2Cl)c(=O)n(-c2ccccc2)n1C | 6% | 5% | 0% | -9% | 9% | 17%[10 µM] | 3%
N#Cc1ccsc1NC(=O)CN1CCOCC1 | -15% | 24% | 0% | 5% | -12%[9.22 µM] | 1%[10 µM] | /
COc1ncc2nc(C)c(=O)n(Cc3ccc(F)cc3)c2n1 | / | -4% | -10% | / | / | -37%[inhibitor] | 4%
Cc1ccc(SCCC(=O)N/N=C/c2ccccc2O)cc1 | -3% | / | -3% | -3% | ? | -30%[10 µM] | /
O=S(=O)(c1ccc(NC(=S)NCCc2ccccc2)cc1)N1CCOCC1 | -2% | 6% | -9% | -26% | -7% | 31%[10 µM] | -3%
COc1ccc(CCNC(=O)CC2Nc3ccccc3NC2=O)cc1OC (centres undefined) | 2% | 17% | -11% | -13% | ? | 2%[10 µM] | 11%[38.3 µM]
CCOc1c(Cl)cc(C(=O)Nc2ccccc2C(=O)O)cc1Cl | ? | 10% | -1% | -5% | -27% | -69%[inhibitor] | -8%[38.3 µM]
Cn1cc(Cl)c(C(=O)Nc2cnn(Cc3ccc(F)cc3)c2)n1 | 5% | -2% | 4% | 9% | 32% | / | 1%

Rewritten with each value named: 4 of the compounds above
> Cc1ccc(SCCC(=O)N/N=C/c2ccccc2O)cc1
  GAA inhib = -3%; GoLoco inh red = /; aGlu spleen mod = -3%; GAA glycogen mod = -3%; HTT aggregate = ?; HTT cytoprotect = -30%[10 µM]; IMPase Li inh = /
> O=S(=O)(c1ccc(NC(=S)NCCc2ccccc2)cc1)N1CCOCC1
  GAA inhib = -2%; GoLoco inh red = 6%; aGlu spleen mod = -9%; GAA glycogen mod = -26%; HTT aggregate = -7%; HTT cytoprotect = 31%[10 µM]; IMPase Li inh = -3%
> COc1ccc(CCNC(=O)CC2Nc3ccccc3NC2=O)cc1OC (centres undefined)
  GAA inhib = 2%; GoLoco inh red = 17%; aGlu spleen mod = -11%; GAA glycogen mod = -13%; HTT aggregate = ?; HTT cytoprotect = 2%[10 µM]; IMPase Li inh = 11%[38.3 µM]
> CCOc1c(Cl)cc(C(=O)Nc2ccccc2C(=O)O)cc1Cl
  GAA inhib = ?; GoLoco inh red = 10%; aGlu spleen mod = -1%; GAA glycogen mod = -5%; HTT aggregate = -27%; HTT cytoprotect = -69%[inhibitor]; IMPase Li inh = -8%[38.3 µM]

Going on with the list:
SMILES | GAA inhib | GoLoco inh red | aGlu spleen mod | GAA glycogen mod | HTT aggregate | HTT cytoprotect | IMPase Li inh
O=C(NCCN1CCOCC1)c1cn(CCc2ccccc2)nn1 | -3% | / | -1% | 2% | -1% | 21% | /
COCCN(C(=O)Cc1cccs1)C(C(=O)NCc1ccc(OC)cc1)c1ccccc1 (centres undefined) | -11% | 8% | -20% | -14% | -4% | -12%[10 µM] | 42%[activator][38.3 µM]
CCOc1cc(-c2cc(-c3ccccc3)nc(N)c2C#N)ccc1O | -3% | -4% | -15% | -3% | -11%[9.22 µM] | 1% | 17%[38.3 µM]
O=C(NC1CC1)C1CCN(C2CCN(C(=O)/C=C/c3cccc(F)c3F)CC2)CC1 | 1% | 10% | 3% | 12% | 6%[9.22 µM] | 17%[10 µM] | 4%
COc1cccc2c3c(c(C)nc12)CC(C)O3 (centres undefined) | -11% | -4% | 2% | -11% | 4% | -15%[0.074 µM] | 10%[38.3 µM]
CCOc1ccc(N(CC(=O)O)S(=O)(=O)c2ccc(F)cc2)cc1 | -6% | 1% | 6% | -15% | 14% | -10% | 11%[38.3 µM]
CCOc1ccc2[nH]c(O)c(NC(C)=O)c2c1 | 2% | -15% | -4% | -3% | 21% | -8%[10 µM] | 13%[38.3 µM]
Cc1cc(N2CCN(C)CC2)nc2ccc(NC(=S)N3CCC4(CC3)OCCO4)cc12 | -4% | 0% | -10% | ? | 12% | -29% | 7%
O=C(OCC#CCSc1nc2ccccc2o1)c1ccco1 | 4% | 0% | -9% | 0% | -10% | -3% | 26%[38.3 µM]
COc1ccc(N(C)S(=O)(=O)c2cccc(C(=O)Nc3ccc4c(c3)OCCO4)c2)cc1 | -6% | 11% | 8% | -17% | 8% | / | 9%

Retrieved one by one from the entries so far (3):
SMILES | GAA inhib | GoLoco inh red | aGlu spleen mod | GAA glycogen mod | HTT aggregate | HTT cytoprotect | IMPase Li inh
Cc1cc(C)nc(-n2nc(C)cc2NC(=O)CN2CCC(C)CC2)n1 | -2% | 4% | -4% | -10% | 15% | -8% | 8%[38.3 µM]
Cc1cc(=O)[nH]c2ccccc12 | 3% | 6% | -11% | 1% | 17% | -10%[10 µM] | -13%[38.3 µM]
O=C(NC1CCCCC1)c1cccc(Cn2cc(Cl)cn2)c1 | 5% | 4% | -6% | 1% | 6% | -2% | 11%[38.3 µM]

Following part.
SMILES | GAA inhib | GoLoco inh red | aGlu spleen mod | GAA glycogen mod | HTT aggregate | HTT cytoprotect | IMPase Li inh
CCCN(CCC)C(=O)Nc1cc(Cl)ccc1OC | / | 6% | -3% | -3% | -8%[9.22 µM] | 8%[10 µM] | /
Cc1cccc(OCCOC(=O)Nc2ccccc2)c1 | -5% | 0% | -7% | -2% | 6% | 17%[0.074 µM] | 16%
O=C(/C=C/c1ccc([N+](=O)[O-])cc1)NCCOc1ccc(F)cc1 | 2% | -2% | -2% | 6% | ? | -26% | 6%
CCSc1sccc1C1C(C#N)=C(N)N(c2cccnc2)C2=C1C(=O)CC(C)(C)C2 (centres undefined) | -8% | 4% | -2% | ? | -3% | 7% | 1%[38.3 µM]

Bioassay records (PubChem BioAssay)

A portion of the library; count on the stated rates, not on these rows.
